Assay outcomes from PubChem BioAssay.
H37Rv inhibition = M. tuberculosis growth inhibition, HTS (AID 449762) | M. tuberculosis H37Rv growth inhibition, 7H9 media; higher % means a stronger effect | inhibition, % at 25 µM; hits with a dose series show IC50 in µM | actives 0.59% (n = 330,000); in the data active means a potency from the dose series; inconclusive means inhibition above about 70% without an active follow-up result;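 further: bacterial growth assessed after seven days of incubation; strong numbers were not always called active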
tuberculosis growth = growth inhibition of non-replicating M. tuberculosis (AID 488890); Mycobacterium tuberculosis non-replicating, growth inhibition; higher % means a stronger effect; inhibition, % at 25 µM, or IC50 in µM where a hit was titrated; actives 0.39% (n = 320,000); in the data active means a potency from the dose series; inconclusive means inhibition mostly from about 82% at the one dose, without a potency; inactive means the rest, 99 in 100 with inhibition below about 76%;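 further: plate controls were DMSO cells for no effect and high antibiotic wells for full effect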
Salmonella PhoP GFP = PhoP regulon inhibitors, Salmonella typhi PhoP promoter GFP reporter, confirmatory (AID 1850). Salmonella Typhi PhoP-promoter GFP reporter, fluorescence, 4 h; higher % means a stronger effect. inhibition, % at 50 µM, or IC50 in µM where a hit was titrated. actives 0.33% (n = 310,000); in the data active means a potency from the dose series; inconclusive means inhibition mostly from about 25% at the one dose, without a potency; inactive means the rest, 99 in 100 with inhibition below about 19%;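 further: 0% = induced wells with vehicle and 100% = uninduced wells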
influenza NS1A = H1N1 influenza NS1A inhibitors, functional cell based assay (AID 504329). inhibition, % at 12.5 µM; hits with a dose series show IC50 in µM. NS1A functional cell-based assay, percent inhibition; higher % means a stronger effect. actives 0.3% (n = 340,000); in the data active means a potency from the dose series; inconclusive means inhibition above about 27% without an active follow-up result; further: strong numbers were not always called active
inhibitors of VEEV = inhibitors of VEEV TC-83 cytopathic effect, confirmation, Vero cells (AID 588727). Vero cells, VEEV TC-83 cytopathic effect inhibition; higher % means a stronger effect. inhibition, % at 20 µM; hits with a dose series show IC50 in µM. actives 0.13% (n = 350,000); in the data active means a potency from the dose series; inconclusive means inhibition mostly from about 14% at the one dose, without a potency; inactive means the rest, 99 in 100 with inhibition below about 12%; further: strong numbers were not always called active
inhibitors of VEEV 10K pilot screen = recorded beside inhibitors of VEEV, whose call it bears; inhibition, %; measured here: 10K pilot screen inhibition
* marks the source's active call; other numbers are inactive results; i = inactive; ? = inconclusive; . = not tested or not shown.

SMILES | H37Rv inhibition | tuberculosis growth | Salmonella PhoP GFP | influenza NS1A | inhibitors of VEEV | others
O=C1NCCN1CCNS(=O)(=O)c1ccc(F)cc1 | -1% | -8% | -11% | -3% | 0.3%
CNC(=S)N1CCN(c2ccccn2)CC1 | -3% | -14% | -1% | -9% | 0.9%
COc1cc(C(=O)NCCOc2cccc3cccnc23)cc(OC)c1OC | -6% | -3% | 4% | -1% | 0.5%
O=C(N/C(=C\c1ccccc1Cl)C(=O)N1CCOCC1)c1ccc([N+](=O)[O-])cc1 | 0% | 13% | 15% | 5% | 0.3%
NCCCCCC(=O)OC1N=C(c2ccccc2Cl)c2cc(Br)ccc2NC1=O (stereo not given) | -5% | 24% | 5% | 9% | 1.1%
CCN(CC)S(=O)(=O)c1ccc(N2CC(C(=O)N3CCOCC3)CC2=O)cc1 (stereo not given) | 5% | . | . | 0% | 0.7%
COc1ccc(NC(=O)C2CC(c3ccc(Cl)cc3)=NO2)cc1OC (stereo not given) | 5% | 3% | 5% | 18% | i
CCC(O)(CC)C(=O)NN(C(=O)CCl)c1ccccc1 | 65% | 52% | -1% | -8% | 4.6%
CC(=O)Nc1cccc(C(=O)Nc2ccccc2N2CCOCC2)c1 | -3% | 5% | -8% | 4% | 2.3%
COC(=O)c1cccc(CSc2nc(-c3ccccc3)c(C#N)c(=O)[nH]2)c1 | -1% | 14% | 2% | -6% | 0.6%
CN1CCN(CCCNC(=O)CCC(=O)N2CCOc3ccccc32)CC1 | -7% | -6% | -3% | 3% | i
CCOC(=O)C1=C(C)N=C2c3ccccc3C(=O)C2C1c1ccc(Br)cc1 (stereo not given) | 6% | 27% | 11% | . | .
Cc1cc(NC(=O)CS(=O)(=O)c2cn(C)c3ccccc23)no1 | -4% | -17% | -2% | -10% | 1.2%
CCCn1c(NC(=O)C2COc3ccccc3O2)nc2ccccc21 (stereo not given) | ? | 79% | 7% | -8% | 2.3%
O=C(CSc1nc2scc(-c3ccco3)c2c(=O)n1-c1ccccc1)NCC1CCCO1 (stereo not given) | -12% | -4% | -10% | 7% | 1.0%
CC(C)Cc1oc(C(=O)O)cc1CN1CCOCC1 | -11% | -10% | 9% | 8% | 0.7%
Cn1c(CNC(=O)CNS(=O)(=O)c2ccc(Cl)cc2)cc(=O)n(C)c1=O | -6% | -2% | 2% | -2% | 0.1%
Cc1cc(C(=O)NNC(=O)c2ccc(Cl)cc2)c2ccccc2n1 | -10% | 14% | . | -9% | i
Cc1ccc(C(=O)CCC(=O)OC(C)C(=O)NC2CCCCC2C)cc1 (stereo not given) | -4% | 18% | . | 7% | 8.5%
COc1ccc(CNS(=O)(=O)c2cc3c(cc2Cl)NC(=O)CO3)cc1 | 5% | 3% | -4% | 5% | 0.8% | inhibitors of VEEV 10K pilot screen=0.1
CCOC(=O)C1CCCN(C(=S)Nc2cc(C)cc(C)c2)C1 (stereo not given) | 7% | 0% | 0% | 6% | 4.7%
CCCCCCSc1cc(-c2nc3ccc(C)cn3c2NCc2ccccc2)ccc1OC | -3% | 6% | -3% | 1% | 0.3%
COc1cc2[nH]c(=O)n(CCC(=O)N3CCN(Cc4ccc5c(c4)OCO5)CC3)c(=O)c2cc1OC | 5% | 2% | -1% | 19% | 8.1%
C=CCSc1nc(O)c(CC)c(=O)n1C(C)CC (stereo not given) | 12% | 46% | 7% | -2% | i
O=C(O)c1cccc(Nc2ccnc(Nc3cccc(C(=O)O)c3)n2)c1 | 7% | -21% | 2% | -4% | i
Cn1cc(CN2C[C@H]3CC[C@H]2C3)c(-c2ccccc2F)n1 | 2% | -2% | -7% | 6% | 0.1%
O=c1[nH]c(SCc2ccccc2Cl)nc2c1CCC2 | 10% | 19% | 1% | -9% | i | inhibitors of VEEV 10K pilot screen=1.1
Cc1cc(C)n(-c2nc(NCCCO)c3c4c(sc3n2)CCCC4)n1 | ? | i | -5% | -11% | 5.7%
NNC(=O)c1ccccc1OCCOc1ccccc1 | 2% | -2% | 5% | -1% | 1.6%
CSc1oc(-c2ccccc2)nc1S(=O)(=O)c1ccc(F)cc1 | 1% | -9% | -14% | 0% | i
CCOC(=O)CNC(=O)Cc1ccc(Cl)cc1 | 8% | 63% | 17% | -2% | i
CCCOC(=O)c1c(NC(=O)/C=C/c2cnn(C)c2C)sc(C(=O)OC)c1C | -8% | -13% | -9% | -6% | 4.3%
CCCc1nnc(NC(=O)CSc2nnc(-c3ccco3)n2C)s1 | 2% | 1% | 2% | 0% | 1.7%
Cc1[nH]c(=O)[nH]c(=O)c1/C=C/C(=O)OCC(C)C | -7% | 8% | -6% | 5% | 0.4%
O=C(CN1CCN(C(=O)c2ccco2)CC1)Nc1cccc(S(=O)(=O)N2CCCC2)c1 | -6% | 9% | . | 0% | 0.7%
O=C(NS(=O)(=O)Oc1ccc(Cl)cc1)OC[C@@H]1CCCN2CCCC[C@H]12 | -3% | -9% | -4% | -11% | 0.1%
COCCCNC(=O)c1ccc(C(=O)NCCCOC)cc1 | . | . | -7% | -2% | 1.1%
COc1ccc(C2(C)CC(C)(C)Nc3ccccc32)cc1 (stereo not given) | 0% | -9% | -2% | 15% | 1.0%
CC1CCN(S(=O)(=O)c2ccc(C(=O)N3CCCC(C(F)(F)F)C3)cc2)CC1 (stereo not given) | 1% | 3% | -3% | -6% | 2.4%
CC(=O)Nc1ccc2c(c1)C(=Nc1ccc(C)cc1)c1ccccc1-2 | . | . | . | 2% | 1.1%
COc1ccc(CN2C(=O)N(c3ccc(OC)cc3)C(=O)C2CC(=O)Nc2ccccc2)cc1 (stereo not given) | -6% | 5% | -5% | 0% | 5.3%
COc1cc(OC)cc(C(=O)N[C@H](C(=O)NC2CCCc3ccccc32)C(C)C)c1 (stereo not given in full) | -5% | -3% | . | -23% | 3.7%
Cc1[nH]c(=O)c(C(=O)c2cc(Cl)ccc2O)cc1C(=O)O | -11% | 28% | -3% | . | i
CCOC(=O)c1ccc(COC(=O)CNC(=O)CNC(=O)Cc2ccccc2)cc1 | -12% | -6% | -6% | -13% | 1.0%
Cc1ccc(-n2ncc3c(=O)n(-c4ccc(C)c(C)c4)c(-c4ccco4)nc32)cc1 | 7% | 3% | -7% | -14% | 8.2%
Cc1ccc(C)c(OCc2cc(C(=O)N(C)Cc3ccccn3)no2)c1 | -2% | 7% | 1% | -4% | i
Oc1[nH]c2ccccc2c1N=Nc1ncnc2c1oc1ccccc12 | 10% | -16% | -4% | . | .
CCC1(CC)SCCNC1=O | . | . | . | 10% | 0.1%
CCc1nc2sc(C(C)=O)c(N)c2c2c1CCCC2 | -1% | 10% | 14% | . | 11%
COC(=O)c1ccc(NC(=O)CCCN2C(=O)NC(C)(C)C2=O)cc1 | . | . | . | 1% | 0.3%
CCCNC(=O)[C@H](C)NC(=O)c1ccc(Br)cc1 | -2% | 23% | -1% | -3% | 0.7%
O=C1CCNCCN1[C@H](CO)Cc1ccccc1 | 2% | -1% | -24% | -3% | 0.2%
CC(C)C(=O)Nc1ccc(C(=O)NNC(=S)NC(=O)c2cccs2)cc1 | -8% | -15% | 4% | 4% | 3.3%
COc1ccc(C2N3CC4(C)CN2CC(C)(C3)C4O)cc1OC (stereo not given) | -3% | -6% | 4% | 0% | i
Cc1ccc(CN2CC(C(=O)Nc3nnc(SCc4c(Cl)cccc4Cl)s3)CC2=O)cc1 (stereo not given) | 1% | 14% | 2% | 4% | 1.1%
CCCNC(=O)C(Cc1ccccc1C)NC(=O)c1ccc(C#N)cc1 (stereo not given) | -16% | -13% | . | 9% | i
Cc1cc(C)c(NC(=O)CN2C(=O)NC3(CCCCC3)C2=O)c(C)c1 | 0% | -10% | 2% | -2% | i
O=C(c1ccc2nc(Cc3cccc(Cl)c3)oc2c1)N1CCOCC1 | -1% | 14% | 0% | -5% | 2.2%
O=C(CSc1ccc(Br)cc1)NC1CCCCCC1 | 0% | 78% | . | -1% | i
CCc1ccc(-c2nc(CS(=O)CC(=O)NC3CCCCCC3)c(C)o2)cc1 (stereo not given) | -1% | 11% | -9% | 3% | 0.0%

Seven compounds drawn at random from those above, as already listed:
SMILES | H37Rv inhibition | tuberculosis growth | Salmonella PhoP GFP | influenza NS1A | inhibitors of VEEV | others
Cc1cc(C)c(NC(=O)CN2C(=O)NC3(CCCCC3)C2=O)c(C)c1 | 0% | -10% | 2% | -2% | i
CCCNC(=O)[C@H](C)NC(=O)c1ccc(Br)cc1 | -2% | 23% | -1% | -3% | 0.7%
O=C(CSc1ccc(Br)cc1)NC1CCCCCC1 | 0% | 78% | . | -1% | i
CCc1nc2sc(C(C)=O)c(N)c2c2c1CCCC2 | -1% | 10% | 14% | . | 11%
CCCNC(=O)C(Cc1ccccc1C)NC(=O)c1ccc(C#N)cc1 (stereo not given) | -16% | -13% | . | 9% | i
COC(=O)c1ccc(NC(=O)CCCN2C(=O)NC(C)(C)C2=O)cc1 | . | . | . | 1% | 0.3%
CC(C)C(=O)Nc1ccc(C(=O)NNC(=S)NC(=O)c2cccs2)cc1 | -8% | -15% | 4% | 4% | 3.3%

The results go on.
SMILES | H37Rv inhibition | tuberculosis growth | Salmonella PhoP GFP | influenza NS1A | inhibitors of VEEV | others
CCc1ccccc1NC(=O)CNC(=O)c1n[nH]c(=O)c2ccccc12 | -7% | -3% | . | -18% | 0.2%
COC(=O)Cc1cc(=O)n2[nH]c(C)nc2n1 | -2% | -9% | -8% | 0% | 0.1%
COc1ccccc1-c1cc(C(=O)NCc2ccco2)no1 | -2% | 67% | -5% | 6% | i
COc1cccc(CNC(=O)CNC(=O)c2cccs2)c1 | -3% | -2% | 14% | -2% | 1.1%
Cc1ncc([N+](=O)[O-])n1Cc1ccccc1 | 0% | -14% | 8% | -3% | 0.5%
CCOC(=O)C(Sc1nnc2c3ccccc3n(CC)c2n1)C(=O)OCC | ? | ? | -6% | 8% | 2.0%
Cc1cccc(C(=O)Oc2ccccc2C(=O)N2CCOCC2)c1 | 1% | -3% | 9% | 1% | i
COc1cccc(NC(=O)CSc2nc3ccccc3c(=O)n2CCCC(=O)NCCCN2CCOCC2)c1 | -11% | 9% | 6% | -3% | 3.6%
O=C(CNC(=S)N(CCCN1CCOCC1)Cc1cccs1)N1CCOCC1 | 0% | 1% | -1% | 12% | i | inhibitors of VEEV 10K pilot screen=0.7
COc1ccc(C(CNC(=O)c2cc3c(s2)CCC(C)C3)N2CCCC2)cc1 (stereo not given) | 63% | 76% | . | 6% | 1.3%
Clc1c(Cl)c(Cl)c2n[nH]nc2c1Cl | -6% | 79% | 8% | -19% | i
